MEKK2wt PB1 HTS = modulators of MEK5 binding to wildtype MEKK2, primary screen, biochemical, multiplex bead flow cytometry, Alexa488-MEK5. Mitogen-activated protein kinase kinase kinase 2 (Homo sapiens), Q9Y2U5. Alexa488-MEK5 binding to MEKK2 WT; actives lie on both sides. binding response (% of control), % at 10 µM. 1.1% of 290,000 active. AID 1531, 2009; in the data active = binding response below about 67% or above about 130%
p-CIP stab down = p/CIP-EGFP fusion destabilizers, primary screen, fluorescence, F442A cells; Q05BA5; 0.01% of 290,000 active; 16 h; decrease of EGFP signal, % at 10 µM;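 active = EGFP signal decrease of at least 30% at 10 µM or well 3 SD below plate mean, unless failing retest; inactive = the rest, including hits failing retest or dose response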; note: some compounds called inactive have numbers as strong as hits; many of its hits are not listed in these tables
Target sequence (Q05BA5 1-1403): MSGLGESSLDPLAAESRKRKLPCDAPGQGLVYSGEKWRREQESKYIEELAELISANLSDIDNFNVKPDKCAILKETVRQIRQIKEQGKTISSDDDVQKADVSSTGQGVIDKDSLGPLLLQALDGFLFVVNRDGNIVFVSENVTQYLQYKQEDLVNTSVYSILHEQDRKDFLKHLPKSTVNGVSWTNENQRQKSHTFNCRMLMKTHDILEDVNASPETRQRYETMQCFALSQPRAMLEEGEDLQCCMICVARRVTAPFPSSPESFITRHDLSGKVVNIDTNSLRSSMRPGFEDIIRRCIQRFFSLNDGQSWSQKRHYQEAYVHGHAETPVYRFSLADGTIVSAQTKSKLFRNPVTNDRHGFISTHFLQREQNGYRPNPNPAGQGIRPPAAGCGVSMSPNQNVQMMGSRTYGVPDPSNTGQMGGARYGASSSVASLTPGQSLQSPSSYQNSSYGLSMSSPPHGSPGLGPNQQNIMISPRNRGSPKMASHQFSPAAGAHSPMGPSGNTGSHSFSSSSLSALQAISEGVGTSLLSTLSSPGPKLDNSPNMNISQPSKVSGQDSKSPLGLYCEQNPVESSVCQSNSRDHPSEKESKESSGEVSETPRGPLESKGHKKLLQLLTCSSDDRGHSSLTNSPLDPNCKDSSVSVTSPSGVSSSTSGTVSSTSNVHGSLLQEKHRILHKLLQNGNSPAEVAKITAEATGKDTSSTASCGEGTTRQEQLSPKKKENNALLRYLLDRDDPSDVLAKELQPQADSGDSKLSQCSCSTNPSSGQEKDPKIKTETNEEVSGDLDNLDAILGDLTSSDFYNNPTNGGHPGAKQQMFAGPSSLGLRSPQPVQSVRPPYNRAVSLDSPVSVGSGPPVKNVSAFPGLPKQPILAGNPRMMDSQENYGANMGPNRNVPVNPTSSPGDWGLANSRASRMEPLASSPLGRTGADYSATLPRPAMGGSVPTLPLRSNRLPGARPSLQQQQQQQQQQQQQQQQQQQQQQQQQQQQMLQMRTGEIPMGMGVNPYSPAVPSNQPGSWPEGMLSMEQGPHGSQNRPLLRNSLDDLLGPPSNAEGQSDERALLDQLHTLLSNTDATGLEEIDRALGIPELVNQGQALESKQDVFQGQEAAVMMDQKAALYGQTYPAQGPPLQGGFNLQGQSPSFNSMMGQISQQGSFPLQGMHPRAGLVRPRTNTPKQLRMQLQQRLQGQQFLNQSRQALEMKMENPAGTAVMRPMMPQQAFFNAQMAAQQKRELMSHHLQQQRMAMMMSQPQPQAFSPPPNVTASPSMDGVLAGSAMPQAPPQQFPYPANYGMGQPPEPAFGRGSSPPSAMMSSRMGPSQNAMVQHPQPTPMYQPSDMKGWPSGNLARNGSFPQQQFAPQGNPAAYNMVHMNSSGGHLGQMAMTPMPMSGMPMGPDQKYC
NALP1 yeast inh = NALP1 inflammasome inhibitors in reconstituted yeast, colorimetric, S. cerevisiae, triplicate retest; inhibition, % at 10 µM; S. cerevisiae NALP1/ASC/caspase-1 growth, X-gal OD620, 72 h; AID 2071, 2009; 0.61% of 280,000 active; in the data active = inhibition mostly above about 24%, no sharp cut-off; inactive = mostly below about 32%; note: some compounds called inactive have numbers as strong as hits
MEKK3 PB1 HTS = modulators of MEKK3-MEK5 PB1 binding, primary screen, biochemical, wildtype MEKK3, multiplex bead flow cytometry, Alexa488-MEK5 | bead-based flow cytometry, Alexa488-MEK5 binding to MEKK3; actives lie on both sides; 0 = blocked by unlabeled MEK5, 100 = vehicle | AID 1529, 2009 | 1.4% of 290,000 active | Mitogen-activated protein kinase kinase kinase 3 (Homo sapiens), Q99759 | binding response (% of control), % at 10 µM;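 active = binding response more than 3 SD above or below the average of its plate-row segment, actives on both sides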;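 note: Alexa488 bead fluorescence after subtracting the streptavidin-only scavenger bead signal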
PfM18AAP inh = PfM18AAP inhibitors, malaria aminopeptidase, primary screen, biochemical, QFRET, recombinant enzyme | inhibition, % at 7.35 µM | AID 1822, 2009 | H-Glu-NHMec fluorogenic cleavage | M18 aspartyl aminopeptidase (Plasmodium falciparum 3D7) | 1.2% of 290,000 active;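 active = inhibition above the campaign mean inhibition over all tested compounds plus 3 SD, cut at about 28% in these data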;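 note: 0% = plate median of test compound wells and 100% = 2 mM ZnCl2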
IDE inh = human IDE inhibitors in live cells, primary screen, fluorescence polarization, HEK cells, FAbetaB substrate | Insulin-degrading enzyme (Homo sapiens), P14735 | FAbetaB cleavage | inhibition, % at 5.59 µM | 0.41% of 320,000 active | AID 434962, 2010;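 active = percent inhibition above the average of all tested compounds plus 3 SD, set per screening campaign, cut at about 16% in these data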;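 note: IDE supplied by intact live HEK cells; FP after avidin binding of uncleaved biotin substrate so inhibition keeps polarization high; 0% = DMSO wells and 100% = 60 µM reference IDE inhibitor Ii1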
IDE cell activ = human IDE activators in live cells, primary screen, fluorescence polarization, HEK cells, FAbeta-B substrate | 0.073% of 340,000 active | activation, % at 5.96 µM | Insulin-degrading enzyme (Homo sapiens), P14735 | FAbeta-B cleavage; 0% vehicle, 100% cell-free pure enzyme wells | AID 493087, 2011;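 active = activation above the mean of all tested compounds plus 3 SD, set per screening campaign, cut at about 17% in these data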
MEKK2 mut-MEK5 = MEK5 binding signal on mutant MEKK2 PB1, primary screen, biochemical, multiplex bead flow cytometry, Alexa488-MEK5 | Alexa488-MEK5 binding to MEKK2 mutant | percent response, % at 10 µM | 0.35% of 290,000 active | AID 1530, 2009; in the data active = percent response above about 24%, passing the limit was not always enough; note: inactives centre near 1; some results filed as inactive read as strong as hits; reference of the scale not given here
SUMO HTRF inh = inhibitors of in vitro SUMOylation cascade, primary screen, biochemical, HTRF, uHTS. 0.36% of 290,000 active. SUMO-conjugating enzyme UBC9 (Homo sapiens), P63279. HTRF SUMOylation assay, SAE1/SAE2 + UBC9. inhibition, % at 35 µM; in the data active = inhibition above about 50%, passing the limit was not always enough; note: strong numbers were not always called active
Starred values were filed as active, the others as inactive; x = not tested or not shown. A portion of the library; the hit share may differ from the screen's.

MEKK2wt PB1 HTS	p-CIP stab down	NALP1 yeast inh	MEKK3 PB1 HTS	PfM18AAP inh	mol	IDE inh	IDE cell activ	MEKK2 mut-MEK5	SUMO HTRF inh
108	-9	2	110	-6	CC(=O)c1cccc(NC(=O)CC2Oc3ccc(C)cc3NC2=O)c1 (stereo not drawn)	1	0	7	14
87	4	6	92	5	Cc1ccccc1NC(=O)C1CCCN1C(=O)NC1CCCCC1 (stereo not drawn)	8	5	-9	2
105	-28	5	108	10	O=C(/C=C/c1ccc2c(c1)OCO2)Nc1cccnc1	3	0	1	5
84	6	13	98	-5	CCN(CC)CC(=O)Nc1sc(C)c(C)c1C(=O)c1ccc(C)cc1	-2	3	-13	-7
97	8	10	105	1	O=C(NCCc1ccccc1)C(=O)c1c(-c2ccccc2)cc2ccccn12	0	-2	15	-12
120	6	11	101	-16	c1ccc(COc2ccc(OCCCN3CCCCC3)cc2)cc1	1	6	5	5
108	-8	14	104	-1	Cc1ccc2c(CN3CCCCC3)cc(=O)oc2c1	-2	1	5	0
102	2	-12	103	66*	Brc1ccc2nc(CSc3ncn[nH]3)cn2c1	-1	5	5	-1
95	-2	22	97	2	Nc1nnc(-c2ccccc2F)s1	2	x	-5	25
96	7	13	98	5	COC(=O)c1nc(NC2=NCCCCC2)n[nH]1	-1	5	1	12
92	-23	9	93	0	O=C(COc1ccccc1)NCC(=O)Nc1cccc(S(=O)(=O)NC2=NCCC2)c1	2	-2	-1	17
98	-4	27	101	4	CS(=O)(=O)c1cnc2c(-c3ccc(F)cc3)cnn2c1N	1	4	1	2
88	-11	11	97	x	COc1ccc(-c2c([C@H]3[C@@H]4C=CCC[C@@]4(C)C(=O)N3Cc3ccccc3)ccc3ccccc23)cc1OC	-4	-3	-7	5
108	-7	19	105	1	CCc1cc(C(N)=O)c(NC(=O)c2ccc(OC)cc2)s1	0	1	-1	14
105	-9	7	99	-4	CCOC(=O)CN=C/C(C(C)=O)=C(/C)O	7	5	4	5
98	-8	-2	100	10	O=C(NNS(=O)(=O)c1ccccc1C(F)(F)F)c1cc2ncc(C(F)(F)F)cc2s1	3	x	4	6
103	2	24	99	-2	CN1CCN(C2CCCCC2NS(=O)(=O)c2ccc(Cl)cc2)CC1 (stereo not drawn)	6	4	-3	-7
102	-12	-41	111	4	Cc1cc(C(=O)N(C)C)sc1-c1ccccc1	3	2	5	-1
97	-6	-14	101	-4	Cc1ccc(S(=O)(=O)NCCCCCC(=O)Nc2ccccn2)cc1	-3	5	-4	18
104	-5	2	103	-1	COc1ccc(NC(=O)c2ccc(C(=O)c3cc(OC)ccc3OC)cc2)cc1	-1	0	3	-2
106	7	18	105	-5	Cn1c(SCc2ccccc2[N+](=O)[O-])nnc1-c1cccnc1	2	7	6	4
79	-12	4	89	0	CCOCCCNC(=S)N1CCCN(c2nc3c(C)c(C)ccc3cc2C#N)CC1	x	5	-8	13
98	-6	-16	105	-1	COc1cc(OC)c2c(-c3ccccc3)cc(=O)oc2c1	1	1	1	16
106	2	2	106	-6	CCCn1c(N)c(C(=O)CSc2nc(C)cs2)c(=O)n(C)c1=O	9	-6	5	8
103	-11	7	102	-4	Cc1ccc(NC(=S)N2CCN(S(C)(=O)=O)CC2)cc1Cl	0	1	7	2
97	-13	-10	105	1	COc1ccc(C(=O)COC(=O)c2cc(S(=O)(=O)NCc3ccccc3)ccc2O)cc1	8	-3	-1	11
103	-1	-2	102	6	COc1ccc(Nc2ncnc3ccc(Br)cc23)cc1OC	1	6	9	5
95	9	-2	101	-2	NNc1nc2cccnc2n(CCNc2ncc(C(F)(F)F)cc2Cl)c1=O	1	-2	-4	5
101	0	25	91	11	Cc1occc(=O)c1OC(=O)Nc1ccc(Cl)c(Cl)c1	2	-1	-1	-18
92	-11	21	98	7	COc1ccc(C2=CC(=O)OC3(CCCCC3)O2)cc1	-4	3	-1	26

13 compounds from above, ordered by formula weight, lowest first.
MEKK2wt PB1 HTS	p-CIP stab down	NALP1 yeast inh	MEKK3 PB1 HTS	PfM18AAP inh	mol	IDE inh	IDE cell activ	MEKK2 mut-MEK5	SUMO HTRF inh
105	-9	7	99	-4	CCOC(=O)CN=C/C(C(C)=O)=C(/C)O	7	5	4	5
102	-12	-41	111	4	Cc1cc(C(=O)N(C)C)sc1-c1ccccc1	3	2	5	-1
92	-11	21	98	7	COc1ccc(C2=CC(=O)OC3(CCCCC3)O2)cc1	-4	3	-1	26
101	0	25	91	11	Cc1occc(=O)c1OC(=O)Nc1ccc(Cl)c(Cl)c1	2	-1	-1	-18
106	7	18	105	-5	Cn1c(SCc2ccccc2[N+](=O)[O-])nnc1-c1cccnc1	2	7	6	4
103	-11	7	102	-4	Cc1ccc(NC(=S)N2CCN(S(C)(=O)=O)CC2)cc1Cl	0	1	7	2
106	2	2	106	-6	CCCn1c(N)c(C(=O)CSc2nc(C)cs2)c(=O)n(C)c1=O	9	-6	5	8
97	-6	-14	101	-4	Cc1ccc(S(=O)(=O)NCCCCCC(=O)Nc2ccccn2)cc1	-3	5	-4	18
103	2	24	99	-2	CN1CCN(C2CCCCC2NS(=O)(=O)c2ccc(Cl)cc2)CC1 (stereo not drawn)	6	4	-3	-7
95	9	-2	101	-2	NNc1nc2cccnc2n(CCNc2ncc(C(F)(F)F)cc2Cl)c1=O	1	-2	-4	5
79	-12	4	89	0	CCOCCCNC(=S)N1CCCN(c2nc3c(C)c(C)ccc3cc2C#N)CC1	x	5	-8	13
97	-13	-10	105	1	COc1ccc(C(=O)COC(=O)c2cc(S(=O)(=O)NCc3ccccc3)ccc2O)cc1	8	-3	-1	11
98	-8	-2	100	10	O=C(NNS(=O)(=O)c1ccccc1C(F)(F)F)c1cc2ncc(C(F)(F)F)cc2s1	3	x	4	6

Going on with the list:
MEKK2wt PB1 HTS	p-CIP stab down	NALP1 yeast inh	MEKK3 PB1 HTS	PfM18AAP inh	mol	IDE inh	IDE cell activ	MEKK2 mut-MEK5	SUMO HTRF inh
91	-11	9	95	8	CC1=C/C(=C/N(C)c2ccccc2)C(=O)S1	4	0	-6	-9
97	-5	19	100	-11	CCOC(=O)C1CCN(C(=O)Cn2nc(C)n3nc(-c4ccc(OC)cc4)cc3c2=O)CC1	4	-3	0	28
95	-6	-1	101	-1	CC(C)(C)c1ccc(C(=O)N/C(=C\c2cccs2)C(=O)NCc2ccco2)cc1	-1	-2	-1	30
105	-4	26	105	1	O=C(c1ccc(Cl)c(Cl)c1)N1CCC(=O)N(C(COCc2cccc(Cl)c2)Cc2ccccc2)CC1 (stereo not drawn)	4	-2	3	-17
101	0	9	98	0	CCOC(=O)C1CCN(C(=O)c2cccc(N3C(=O)NC4CC3(C)Oc3ccc(C)cc34)c2)CC1 (stereo not drawn)	5	9	2	-13
101	2	20	95	-11	Cc1ccccc1NS(=O)(=O)c1cc(S(C)(=O)=O)ccc1C	1	2	-2	3
97	-4	11	75	-8	O=C(N1CCN(c2cccc(Cl)c2)CC1)C1(c2cccs2)CCOCC1	1	4	0	9
103	4	-10	102	-2	COC(=O)c1cccc(NC(=O)c2ccco2)c1	0	2	3	2
101	-6	1	102	-2	CCOC(=O)N1CCN(Cc2nc(N)nc(Nc3ccccc3C)n2)CC1	-2	1	6	6
106	-1	18	97	-3	CC(NCc1cccn1C)c1ccccc1 (stereo not drawn)	10	1	3	-8
92	-4	9	97	-3	COc1ccc(NS(=O)(=O)c2ccc(C(=O)N3CCN(Cc4ccccc4)CC3)cc2)cc1	-4	4	-5	-3
90	-8	-22	85	3	COCCCN1C(=O)CS/C1=N\S(=O)(=O)c1ccccc1	7	-7	-14	15
98	-14	8	100	4	O=c1ccc2cc(S(=O)(=O)N3CCOCC3)ccc2o1	5	4	-11	0
104	-16	-12	107	2	Cc1cc(C)c2nc(N3CCCN(C(=O)c4cnccn4)CC3)c(C#N)cc2c1	-2	-3	2	16
103	-14	5	102	3	O=C(Nc1cccc(-c2nnc(-c3ccco3)o2)c1)C(c1ccccc1)c1ccccc1	2	8	2	-22
97	-5	15	95	1	CCC(C)[C@H](NC(=O)Nc1ccccc1F)C(=O)OC (stereo partly drawn)	-9	2	-4	11
117	-14	22	101	-7	COc1ccc2c(c1)c1nc3ccccc3nc1n2Cc1ccc(OC(C)C)c(OC)c1	-5	9	19	32
98	-14	6	97	9	Cc1cc(C)nc(N2CCCC(C(=O)Nc3cccc(Cl)c3)C2)n1 (stereo not drawn)	0	-3	2	12
97	-10	-3	100	-9	CCOc1cccc(N(C(=O)Cc2cccs2)C(C(=O)NC2CCCCC2)c2cccn2C)c1 (stereo not drawn)	2	0	-3	19
107	-14	-31	105	-2	O=C(CN1C(=O)CCC1=O)Nc1nc(-c2ccccn2)cs1	-1	6	2	-7
100	5	0	99	-8	CSc1n[nH]c2nc3c(c(=O)n12)C1(CCCCC1)Cc1ccccc1-3	0	0	-3	36
107	-7	-3	103	5	O=C(O)CCSc1ccccn1	0	4	4	9
99	28	9	99	-1	O=C(Nc1ccnn1C1CCN(Cc2ccccc2OC(F)F)CC1)c1cccc(F)c1	10	-1	-3	-4
115	-2	-8	99	-1	O=S(=O)(c1ccc2ccccc2c1)N(CC(O)CN1CCOCC1)c1ccccc1 (stereo not drawn)	6	9	2	-1
102	-11	4	101	9	C=CCn1c(NC(=O)c2ccco2)nc2ccccc21	-2	5	6	8
98	-27	9	98	1	Cc1nc(SCC(=O)NC(=O)NCCC(C)C)c2c(-c3cccs3)csc2n1	-3	2	9	-13
96	10	16	103	-2	Cc1cccc(N2CCN(C(=O)c3cc4cc(F)ccc4[nH]3)CC2)c1C	5	6	-6	-2
86	-16	5	102	8	CC(C)Oc1ccc(CSc2ncn[nH]2)cc1	4	x	-11	1
108	-12	6	102	-5	O=S(=O)(c1cnccc1N1CCN(/N=C/c2ccccc2)CC1)N1CCCCC1	2	-2	6	15
93	10	13	97	4	COc1ccc(-c2cc(=O)oc3cc(OCC(=O)N(C)C4CCS(=O)(=O)C4)ccc23)cc1 (stereo not drawn)	3	1	-10	4

Screening data: PubChem BioAssay, several laboratories
